ARFGAP1 inh: inhibits rat ARF GTPase activating protein 1; Arfgap1-stimulated ARF1 GTP hydrolysis, GDP FP detection; inhibition, % at 16.5 µM; 0.26% of 360,000 active;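 active = inhibition above a per-plate limit, mean inhibition of low control wells plus 3 SD, cut at about 25% in these data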;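 note: 0% = DMSO wells with enzyme and 100% = wells lacking Arfgap1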
Target sequence (Q62848 1-136 limits assumed): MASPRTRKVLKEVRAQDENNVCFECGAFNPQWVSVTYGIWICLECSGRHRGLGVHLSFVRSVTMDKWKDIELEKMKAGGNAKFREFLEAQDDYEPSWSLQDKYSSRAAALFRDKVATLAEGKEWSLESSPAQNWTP
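Material: rat Arfgap1 GAP domain (His6, aa 1-136), purified enzyme. Also added: human ARF1(Δ1-17)-GTP substrate. Compound dosing: 16.5 µM single point, 1.26% DMSO. Timing: enzyme reaction 120 min at 25 °C after 20 min preincubation. Signal: GDP detection by fluorescence polarization. Read-out basis: percent inhibition of GAP-stimulated GDP formation, scaled between DMSO and no-Arfgap1 medians.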
DDE Tn6 FP inh: DD(E)-Tn6 binding inhibition, primary FP screen. P02675. Fibrin DD(E) TRITC-Tn6 fluorescence polarization displacement. inhibition, % at 8.3 µM. 0.21% of 370,000 active;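 active = inhibition above a per-campaign cutoff: mean of compounds within control limits plus 3 SD, cut at about 15% in these data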;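 note: 0% = median of all compound wells on the plate and 100% = blocking peptide control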
Rev-erbA mod: Rev-erb alpha (human) modulation; P20393; Rev-erbα–FITC-DNA binding, fluorescence polarization, 90 min; activity, % at 10 µM; 0.79% of 370,000 active; AID 1259318;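 active = activity above about 14%, limit read from the data; passing the limit was not always enough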;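 note: 0% = DMSO wells with 35 nM protein and 100% = DMSO wells with 750 nM protein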
sPLA2-III inh: Inhibits HGIII-sPLA2 liposome hydrolysis, primary screen; AID 743126; inhibition, % at 12.2 µM; QFRET BODIPY PC-A2 liposome hydrolysis, fluorescence; 0.56% of 370,000 active;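 active = inhibition above mean plus 3 SD of compounds lying within the high and low control bounds, cut at about 19% in these data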;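 note: 0% = median of test compound wells and 100% = no enzyme DMSO wells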
Tn7 DDE FP: inhibitors of Tn7 peptide binding to human fibrin DD(E) | P02675 | FP displacement of FITC-Tn7 peptide from fibrin DD(E); 0% = median of compound wells per plate | inhibition, % at 8.3 µM | 0.13% of 370,000 active;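 active = inhibition above the mean of compounds falling within the control limits plus 3 SD of them, cut at about 14% in these data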;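 note: 0% = plate median of compound wells and 100% = 10 µM Aha-Tn7 peptide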
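Assay system: human fibrin DD(E) protein / Input: 2 µM fibrin DD(E) / Benchmarks: high control of 10 µM Aha-Tn7 peptide / Measured by: fluorescence polarization of the labelled Tn7 tracer / Medium: Tris buffer with calcium and detergent, pH 7.8 / Timing: 10 min compound pre-incubation, 3 h probe incubation at room temperature / Repeats: one replicate per compound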
UHRF1 binding: human UHRF1 methylated DNA binding inhibitors | UHRF1 binding to methylated oligo, TR-FRET | 0.75% of 370,000 active | inhibition, % at 4.4 µM | AID 687016 | Q96T88; in the data active = inhibition above about 21%;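 note: UHRF1 SRA domain binding a hemimethylated CpG hairpin DNA probe; 0% = median of test compound wells and 100% = reference inhibitor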
Target sequence (Q96T88 whole entry, looked up, the tested form may be a part): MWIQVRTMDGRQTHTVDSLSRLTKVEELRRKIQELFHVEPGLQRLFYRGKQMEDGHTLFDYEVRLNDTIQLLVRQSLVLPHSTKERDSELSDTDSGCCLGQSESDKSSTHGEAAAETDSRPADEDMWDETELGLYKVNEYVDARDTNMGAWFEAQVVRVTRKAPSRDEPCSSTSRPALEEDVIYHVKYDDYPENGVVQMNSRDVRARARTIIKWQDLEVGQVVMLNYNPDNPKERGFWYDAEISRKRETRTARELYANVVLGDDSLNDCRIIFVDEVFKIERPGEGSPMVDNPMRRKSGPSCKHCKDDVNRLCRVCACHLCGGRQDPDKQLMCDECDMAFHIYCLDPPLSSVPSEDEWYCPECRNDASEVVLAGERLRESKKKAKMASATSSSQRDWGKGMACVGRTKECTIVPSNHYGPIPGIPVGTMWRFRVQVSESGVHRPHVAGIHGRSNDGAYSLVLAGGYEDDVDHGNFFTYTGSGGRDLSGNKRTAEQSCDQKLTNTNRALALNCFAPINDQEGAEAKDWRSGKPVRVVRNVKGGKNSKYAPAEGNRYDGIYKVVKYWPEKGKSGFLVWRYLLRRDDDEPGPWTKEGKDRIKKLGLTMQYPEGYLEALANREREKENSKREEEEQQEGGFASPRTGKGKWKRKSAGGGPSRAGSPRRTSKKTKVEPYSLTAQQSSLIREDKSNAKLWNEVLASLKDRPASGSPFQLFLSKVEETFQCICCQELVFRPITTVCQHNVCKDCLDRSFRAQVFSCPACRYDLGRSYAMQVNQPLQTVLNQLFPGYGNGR
ASAP1 GAP inh: inhibitors of human ASAP1 ArfGAP activity. ASAP1-stimulated ARF1 GTP hydrolysis, GDP FP detection. inhibition, % at 16.5 µM. 0.19% of 360,000 active. AID 624377; in the data active = inhibition above about 25%;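 note: 0% = vehicle with enzyme and substrate and 100% = no enzyme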
PLCb3 inh: PLC-beta3 (human) inhibition, primary screen | Q01970 | Purified PLC-beta3, fluorogenic substrate, fluorescence | inhibition, % at 12.2 µM | 0.18% of 370,000 active | AID 720704; in the data active = inhibition above about 11%;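 note: 0% = median of compound wells on plate and 100% = full blocker control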
PLCg1 inh: inhibitors of human phospholipase C gamma1; purified PLC-gamma1, fluorogenic substrate, fluorescence; AID 720700; 0.84% of 370,000 active; inhibition, % at 12.2 µM; P19174; in the data active = inhibition above about 9.5%
KLK7 zymogen act: activates the human kallikrein-7 zymogen; P49862; purified proKLK7, EDANS-DABCYL substrate fluorescence; 100% is mature enzyme control, 0% vehicle; activation, % at 7 µM; 0.9% of 370,000 active; AID 652039;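 active = activation above the mean of all tested compounds plus 3 SD, computed per campaign excluding outliers beyond control limits, cut at about 13% in these data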
* = called active by the depositor; & = joins results of further samples.

SMILES	ARFGAP1 inh	DDE Tn6 FP inh	Rev-erbA mod	sPLA2-III inh	Tn7 DDE FP	UHRF1 binding	ASAP1 GAP inh	PLCb3 inh	PLCg1 inh	KLK7 zymogen act
COc1cc(C(CCN2CCCC2)c2c(OC)cc(OC)c3c(-c4ccccc4)cc(=O)oc23)cc(OC)c1OC (stereo not given)	-4	4	0	-17	3	-3	18	-8	-4	-0.1
COCC(=O)Nc1ccc2c(c1)[C@@H]1C[C@H](CC(=O)OC)O[C@H](CO)[C@@H]1O2	-3	6	-2	3	-1	1	5	1	-2	0.2
COc1ccc(C(=O)CC(=O)C(=O)Nc2cc(C)ccc2C)cc1	-12	-8	1	-8	-4	-5	-12	-8	-1	0.1
CCOc1ccc(N2CC(C(=O)N3CCCCC3)CC2=O)cc1 (stereo not given)	16	12	-5	-1	-1	0	3	2	0	-0.2
O=C(O)c1ccoc1CN1CCCCC1	-3	7	7	-1	1	1	-6	1	1	0.3
O=C1Nc2ccccc2-n2nnnc2C1N1CCN(c2cccc(C(F)(F)F)n2)CC1 (stereo not given)	3	6	-1	1	-3	0	-5	2	-1	0.3
COc1cc(C(c2oc(CO)cc(=O)c2O)c2oc(CO)cc(=O)c2O)cc(OC)c1OC	5	-5	-1	5	-13	0	17	4	0	-0.4
Cn1c(N)c(C(=O)COC(=O)c2ccccc2C(F)(F)F)c(=O)n(C)c1=O	-1	3	2	-8	2	-1	7	-3	-2	0.1
CCc1cc(C(=O)N2CCCC(CNS(=O)(=O)c3cccs3)C2)n(C)n1 (stereo not given)	1	2	3	2	5	0	-11	1	2	0.2
Cc1sc(NC(=O)CCS(=O)(=O)c2ccccc2)c(C#N)c1C	4	-6	2	12	-3	1	6	-1	-1	0.0
Cc1cnc(C(=O)N2CCc3c([nH]c4ccccc34)C2c2ccc(F)cc2)cn1 (stereo not given)	0	5	3	-13	-3	21*	-1	0	0	1.2
CCOc1cc(/C=C2\SC(=O)N(CC(=O)Nc3ccccc3F)C2=O)cc([N+](=O)[O-])c1O	-1	-2	1	-2	3	-1	-10	2	3	0.2
O=C(N/N=C/c1ccoc1)c1ccccc1Br	10	-2	-7	-1	-4	-2	-1	-1	-1	0.0
COc1ccc(NS(=O)(=O)c2ccc(N3CCOCC3)c(NC(=O)c3ccccc3Cl)c2)cc1	1	-2&5	0&4	-6&-9	5&5	5&1	2	3&0	8&0	0.1&0.1
Nc1nonc1C(=O)NCCNCc1cc(Br)ccc1OCc1ccc(F)cc1	15	-9	0	-12	-4	3	12	5	3	0.2
Cc1ccc(C(=O)c2cc([N+](=O)[O-])ccc2N2CCN(C)CC2)cc1	0	2	2	1	0	0	-10	-2	1	0.6
NC1=C(Cl)C(=O)c2ccccc2C1=O	10	7	-13	3	-1	-25	8	8	5	-0.8
COC(=O)C(NC(=O)C(NC(=O)c1ccccc1)C(C)C)C(C)C (stereo not given)	5	2	1	6	8	-2	-12	7	7	-0.4
OCCN(Cc1ccccc1)CC(O)COc1ccc2c(c1)OCO2 (stereo not given)	-5	1	-7	2	4	2	7	-6	1	0.2
Cc1ccc(S(=O)(=O)N2CCOC2CNC(=O)C(=O)NCCc2ccc(S(N)(=O)=O)cc2)cc1 (stereo not given)	2	10	-5	3	-1	3	-3	-9	1	-0.4

Random excerpt: 2 records from the list
SMILES	ARFGAP1 inh	DDE Tn6 FP inh	Rev-erbA mod	sPLA2-III inh	Tn7 DDE FP	UHRF1 binding	ASAP1 GAP inh	PLCb3 inh	PLCg1 inh	KLK7 zymogen act
O=C(O)c1ccoc1CN1CCCCC1	-3	7	7	-1	1	1	-6	1	1	0.3
COc1ccc(C(=O)CC(=O)C(=O)Nc2cc(C)ccc2C)cc1	-12	-8	1	-8	-4	-5	-12	-8	-1	0.1

Other compounds
SMILES	ARFGAP1 inh	DDE Tn6 FP inh	Rev-erbA mod	sPLA2-III inh	Tn7 DDE FP	UHRF1 binding	ASAP1 GAP inh	PLCb3 inh	PLCg1 inh	KLK7 zymogen act
Cc1ccc2cc(CN(CCCN(C)C)C(=O)NCc3ccccc3)c(=O)[nH]c2c1C	13	12	-4	-8	-4	-2	5	-3	5	0.6
O=C(NC(c1ccc(F)cc1)c1ccc2ccccc2n1)C1CCN(CCOc2ccc(Cl)cc2)CC1 (stereo not given)	-4	-8	-3	-17	-2	-1	11	-5	-2	-0.7
CCCN(CC(=O)Nc1ccc(F)c(F)c1F)C(=O)C1=COCCO1	-2	-1	-6	6	0	4	-6	-9	-2	0.1
Cc1cccc(-n2c(SCC(=O)N3CC(=O)Nc4ccccc43)nc3ccccc3c2=O)c1	3	2	-4	-3	5	2	1	-15	-3	-1.1
Cc1[nH]c2ccccc2c1C(=O)CSc1ccccc1	-9	-3	3	-15	3	-1	-1	2	0	0.4
COc1ccc(S(=O)(=O)Oc2cccc(C(=S)N3CCOCC3)c2)cc1	6	-8	0	4	-9	1	7	-8	-1	0.2
CCc1ccccc1Cn1c(=O)oc2cccnc21	12	-3	0	13	-3	2	0	-18	-7	0.8
COc1ccc2cc([C@H](C)C(=O)OCc3cn(CC(=O)c4ccc(O)cc4)nn3)ccc2c1	8	1	1	-60	0	18	-8	-2	3	-0.2
N#Cc1ccc(CN2CCN(C(=O)c3cccc(S(=O)(=O)N4CCCCCC4)c3)CC2)cc1	-4	9	-1	-10	3	1	-13	-6	-3	0.2
O=C(COc1ccc(-c2ccccc2)cc1)N/N=C/c1ccccc1Br	-7	8	-5	-5	6	1	-4	-2	-1	0.3
CCC(=O)Nc1sc(C(=O)Nc2ccccc2OC)c(C)c1C(=O)OC	-8	0	42*	-1	-1	-2	12	3	0	0.3
CCOc1ccc(C(C(=O)NC2CCCC2)N(CCOC)C(=O)CNC(=O)c2ccco2)cc1 (stereo not given)	12	-2	-1	3	1	2	-1	-9	-3	0.4
Cc1cnc(NC(=O)c2nn(C)cc2[N+](=O)[O-])s1	-11	-7	-2	-3	6	-2	-2	3	0	-0.7
O=C1NC[C@H](CCCCN2C[C@H](Cc3ccccc3)N(CC3CCCCC3)C(=O)C2=O)N(CCC2CCCCC2)C1=O	1	2	5	1	4	18	-2	1	-1	0.0
COCCNC(=S)N/N=C(\C)c1ccc(Cl)c(Cl)c1	-4	10	-1	6	5	-1	-19	1	0	0.4
CCCn1c(CCNC(=O)c2cccs2)nc2ccccc21	-3	4	3	-4	2	-1	-7	6	1	-0.4
O=C(CCN1CCCC1)Nc1ccc(Br)cc1	-4	-9	-4	4	5	1	-2	1	2	0.1
COCCCN1C(=O)c2ccc(C(=O)OCC(=O)NCc3ccccc3OC)cc2C1=O	-1	2	3	3	2	0	-13	-11	0	-0.5
O=C(NNC(=O)C1CC=CCC1)c1ccccc1Cl (stereo not given)	7	-1	-4	1	3	-1	8	-4	-1	-0.2
CC(C)CCNC(=O)C(=O)NCCC1=CCCCC1	5	3	-7	0	3	-1	-8	-1	1	0.3

Already shown: an excerpt of the list.
SMILES	ARFGAP1 inh	DDE Tn6 FP inh	Rev-erbA mod	sPLA2-III inh	Tn7 DDE FP	UHRF1 binding	ASAP1 GAP inh	PLCb3 inh	PLCg1 inh	KLK7 zymogen act
O=C(COc1ccc(-c2ccccc2)cc1)N/N=C/c1ccccc1Br	-7	8	-5	-5	6	1	-4	-2	-1	0.3
CCC(=O)Nc1sc(C(=O)Nc2ccccc2OC)c(C)c1C(=O)OC	-8	0	42*	-1	-1	-2	12	3	0	0.3
CCOc1ccc(C(C(=O)NC2CCCC2)N(CCOC)C(=O)CNC(=O)c2ccco2)cc1 (stereo not given)	12	-2	-1	3	1	2	-1	-9	-3	0.4
Cc1cnc(NC(=O)c2nn(C)cc2[N+](=O)[O-])s1	-11	-7	-2	-3	6	-2	-2	3	0	-0.7
O=C1NC[C@H](CCCCN2C[C@H](Cc3ccccc3)N(CC3CCCCC3)C(=O)C2=O)N(CCC2CCCCC2)C1=O	1	2	5	1	4	18	-2	1	-1	0.0
COCCNC(=S)N/N=C(\C)c1ccc(Cl)c(Cl)c1	-4	10	-1	6	5	-1	-19	1	0	0.4
CCCn1c(CCNC(=O)c2cccs2)nc2ccccc21	-3	4	3	-4	2	-1	-7	6	1	-0.4
O=C(CCN1CCCC1)Nc1ccc(Br)cc1	-4	-9	-4	4	5	1	-2	1	2	0.1
COCCCN1C(=O)c2ccc(C(=O)OCC(=O)NCc3ccccc3OC)cc2C1=O	-1	2	3	3	2	0	-13	-11	0	-0.5
O=C(NNC(=O)C1CC=CCC1)c1ccccc1Cl (stereo not given)	7	-1	-4	1	3	-1	8	-4	-1	-0.2
CC(C)CCNC(=O)C(=O)NCCC1=CCCCC1	5	3	-7	0	3	-1	-8	-1	1	0.3

Further entries follow.
SMILES	ARFGAP1 inh	DDE Tn6 FP inh	Rev-erbA mod	sPLA2-III inh	Tn7 DDE FP	UHRF1 binding	ASAP1 GAP inh	PLCb3 inh	PLCg1 inh	KLK7 zymogen act
CCOc1ccc(NC(=O)CSc2nc(=O)n(Cc3ccccn3)c3c2CCC3)cc1	9	-2	3	5	1	-2	-10	-2	7	0.4
CC1(C(=O)Nc2ccc3c(c2)OCO3)CC1(Cl)Cl (stereo not given)	3	3	-5	-2	-1	1	-1	-7	-1	-0.1
COCc1c(C(=O)N2CCN(Cc3ccc4c(c3)OCO4)CC2)oc2ccccc12	-1	3	-1	-1	-4	1	-13	-7	1	0.2
CN(CC(=O)Nc1ccc(F)cc1)C(=O)c1ccc(-c2ccc(Cl)cc2)o1	0	-8	3	0	-2	-2	5	-8	1	-0.1

High-throughput results (PubChem)
